Compound activity: PubChem BioAssay, several laboratories
OPRM1-OPRD1 ag – agonists of human mu-delta opioid receptor heterodimerization; cells, OPRM1-OPRD1 heterodimerization, luminescence; AID 504326; hit rate 0.3% among 340,000; activation, % at 9.3 µM; in the data active = activation above about 18%;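 note: 0% = vehicle-treated cells and 100% = reference agonist; values of inactives mirror those of a sister screen read the other way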
Target sequence (P35372 whole entry, looked up): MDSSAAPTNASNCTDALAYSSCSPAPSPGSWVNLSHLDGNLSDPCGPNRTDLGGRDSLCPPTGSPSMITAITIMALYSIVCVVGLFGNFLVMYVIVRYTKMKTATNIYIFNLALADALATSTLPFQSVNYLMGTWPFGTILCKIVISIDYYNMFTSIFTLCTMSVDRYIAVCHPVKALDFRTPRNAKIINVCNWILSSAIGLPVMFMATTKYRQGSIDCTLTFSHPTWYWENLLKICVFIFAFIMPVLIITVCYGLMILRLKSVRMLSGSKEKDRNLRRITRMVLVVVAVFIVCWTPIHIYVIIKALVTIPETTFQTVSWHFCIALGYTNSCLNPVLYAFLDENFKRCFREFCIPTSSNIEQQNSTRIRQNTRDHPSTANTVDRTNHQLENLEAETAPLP
Target sequence (P41143 whole entry, looked up): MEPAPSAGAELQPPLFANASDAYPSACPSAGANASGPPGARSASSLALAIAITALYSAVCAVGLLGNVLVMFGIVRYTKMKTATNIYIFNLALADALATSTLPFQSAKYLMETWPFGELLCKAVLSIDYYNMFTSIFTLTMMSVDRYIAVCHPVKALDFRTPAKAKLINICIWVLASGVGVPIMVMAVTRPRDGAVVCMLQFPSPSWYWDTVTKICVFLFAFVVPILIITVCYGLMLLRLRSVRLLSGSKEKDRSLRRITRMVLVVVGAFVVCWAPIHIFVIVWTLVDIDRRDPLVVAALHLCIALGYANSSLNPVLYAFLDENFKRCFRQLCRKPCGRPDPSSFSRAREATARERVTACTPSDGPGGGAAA
MOR-DOR inv ag – inverse agonist of human OPRM1-OPRD1 heterodimerization; P35372+P41143; cell-based MOR-DOR heterodimer luminescence, inverse agonism; inhibition, % at 9.3 µM; hit rate 0.21% among 340,000; AID 504357; in the data active = inhibition above about 22%, passing the limit was not always enough;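 note: 0% = cells with DMSO and 100% = wells without cells with DMSO; values of inactives mirror those of a sister screen read the other way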
SUMO Mot1 rescue – inhibitors of SUMOylation pathway: yeast Mot1-301 growth rescue; S. cerevisiae Mot1-301 growth rescue, ATP luminescence, 38.5C; percent above DMSO median, 100 means doubled; growth rescue, % at 18.8 µM; hit rate 1% among 320,000;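 active = every valid replicate shows activation above 250% relative to neutral control wells; inactive = the rest, any valid replicate at or below 250%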;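 note: OY570 slx delta 5 strain wells were the positive control but not used for scaling; some compounds called inactive have numbers as strong as hits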
PKA-R1A act – activators of PKA-R1A complex; activation, % at 11.4 µM; AID 504707; P00514+P68181; hit rate 0.083% among 340,000; PKA-R1A dissociation, Cy5-IP20 fluorescence polarization; scaled: DMSO 0%, 113 µM cGMP 100%;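 active = percent activation above the mean of all tested compounds plus 3 SD, cut at about 19% in these data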;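 note: higher means more PKAc released from R1A so a rise in polarization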
DSG3 Ab inh – human desmoglein-3 autoantibody binding inhibition | DSG3-coupled beads, scFv-anti-DSG3-GFP binding, flow cytometry; active compounds read low | binding (percent of control), % at 10 µM | hit rate 0.48% among 310,000;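 active = binding more than 3 SD below its plate's average and above zero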;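 note: hits lower antibody fragment binding to DSG3; some compounds called inactive have numbers as strong as hits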
HTR5A ag – HTR5A agonism, opioid heterodimer counter-screen; P47898; activation, % at 9.3 µM; hit rate 0.61% among 340,000; AID 504692; HTR5A agonist assay, luminescence, cell-based; in the data active = activation mostly above about 9.5%, no sharp cut-off; inactive = mostly below about 7.6%;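 note: 0% = cells with vehicle only and 100% = reference agonist; strong numbers were not always called active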
HTR5A inv ag – inverse agonist of human HTR5A in OPRM1-OPRD1 counter-screen | hit rate 0.083% among 340,000 | HTR5A cell line, luminescence, inverse agonism | P47898 | inhibition, % at 9.3 µM; in the data active = inhibition mostly above about 23%, no sharp cut-off; inactive = mostly below about 18%;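 note: 0% = cells with DMSO and 100% = no-cell wells with DMSO; some compounds called inactive have numbers as strong as hits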
Ecoli viability – bacterial growth inhibition, counter-screen for AddAB inhibitors; hit rate 0.27% among 330,000; E. coli V3065 growth, OD600 absorbance, 18 h; inhibition, % at 11.9 µM;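 active = inhibition above the campaign's mean inhibition across all tested compounds plus 3 SD, cut at about 9.9% in these data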;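 note: uninfected addAB+ strain grown without phage in ampicillin broth; 0% = DMSO wells and 100% = ciprofloxacin 0.95 µg/ml wells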
phage Ecoli inh – E. coli growth loss with phage present; inhibition, % at 11.9 µM; hit rate 0.26% among 360,000; growth absorbance; in the data active = inhibition above about 11%
PfHsp90 yeast 2 – growth inhibition of yeast expressing Plasmodium Hsp90 | S. cerevisiae expressing PfHsp90, BacTiter-Glo ATP, 48 h; yeast lacking PDR1 and PDR3 efflux regulators | inhibition, % at 9.4 µM | hit rate 0.32% among 310,000 | AID 504621;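 active = every replicate shows inhibition above about 80%, whatever the replicate mean, limit read from the data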;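 note: 0% = DMSO neutral controls and 100% = 20 µM radicicol positive controls; yeast relying on Plasmodium falciparum Hsp90 in place of its own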
AddAB inh – less growth of phage-infected E. coli with AddAB; E. coli expressing H. pylori AddAB, absorbance growth; AID 435030; inhibition, % at 11.9 µM; hit rate 0.29% among 330,000; in the data active = inhibition above about 12%;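 note: 0% = vehicle wells of infected cells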
* marks the source's active call; other numbers are inactive results; x = not tested or not shown.

SMILES	OPRM1-OPRD1 ag	MOR-DOR inv ag	SUMO Mot1 rescue	PKA-R1A act	DSG3 Ab inh	HTR5A ag	HTR5A inv ag	Ecoli viability	phage Ecoli inh	PfHsp90 yeast 2	AddAB inh
O=C(C1CCCN(Cc2ccncc2)C1)N1CCc2ccccc2C1 (configuration not stated)	-2.5	11	103	-7	111	3	-13	0.9	x	20	3.8
O=C(O)CCCCCNC(=O)c1ccncc1	-1.8	9	x	3	126	-1	3	-2.4	1.2	x	-0.7
O=C(CN(Cc1ccccc1F)S(=O)(=O)c1ccc(Cl)cc1)NCCCO	-2.3	11	3	0	111	4	-11	0.3	2.7	-12	4.3
c1ccc(Cn2ncc3c(NCc4ccco4)ncnc32)cc1	0.7	-4	4	5	92	2	-31	-1.9	1.1	13	-0.2
c1nc(NCCN2CCOCC2)c2sc3nc(N4CCOCC4)c4c(c3c2n1)CCC4	-1.4	8	18	2	101	7	15	0.1	1.1	-22	0.8
NS(=O)(=O)c1ccc(NC(=S)NC2CCCCCC2)cc1	-0.2	1	6	-6	80	0	-8	-0.9	4.5	16	4.4
O=C(NC1CCCCC1)C(c1ccco1)N(Cc1cccs1)C(=O)Cn1nnc2ccccc21 (configuration not stated)	-0.5	3	4	6	94	-2	7	1.0	1.8	13	3.2
COCC(=O)Nc1ccc(N2CCCC2)c(S(=O)(=O)Nc2ccccc2OC)c1	0.2	-1	x	4	106	6	-17	-4.9	0.8	5	0.2
COc1ccccc1C(=O)COC(=O)CN1C(=O)C2CC=CCC2C1=O (configuration not stated)	-3.0	16	-23	3	97	6	-20	2.2	2.4	x	3.6
CN(C(=O)C1CCCCN1S(=O)(=O)c1ccccc1)c1ccccc1 (configuration not stated)	-3.4	18	61	5	91	-1	6	-3.3	2.7	6	-4.2
COc1ccc(N=N/C(C(C)=O)=C(/C)O)cc1	-2.6	13	4	-9	x	6	-27	-0.1	1.8	0	1.1
CN1CCN(CCCNC(=O)c2cc3c(-c4ccc(Cl)cc4)nn(C)c3s2)CC1	-0.3	2	x	5	101	5	-14	-4.4	0.9	-18	-0.6
O=C(COc1ccc(Cl)cc1)NCc1nnc(SCC(=O)N2CCCCC2)o1	-1.8	10	-13	-2	105	-2	9	1.2	1.1	10	2.5
CCOC(CNC(=O)C(=O)Nc1cc2c3c(c1)CCC(=O)N3CCC2)OCC	-1.0	5	-4	-4	103	5	9	0.8	2.0	-15	0.4
Cc1ccc(C(=O)NC2CCN(S(=O)(=O)c3ccc(C)cc3)CC2)cc1	3.3	-16	14	3	105	2	-6	0.2	1.4	x	1.2
CN1CCN(C(=O)/C=C/c2ccc([N+](=O)[O-])cc2)CC1	1.4	-7	14	-10	104	1	-2	0.8	3.6	-8	4.9
Nc1nc(SCc2cccc([N+](=O)[O-])c2)n[nH]1	-1.0	6	-8	-14	92	2	-9	1.3	1.5	0	0.6
C[n+]1cn(Cc2ccc(C#N)cc2)c2ccccc21	-1.1	5	-4	-15	99	2	-9	-0.3	0.9	1	1.9
NC(=O)CC(NC(=O)Cc1ccc(Cl)cc1)c1ccc(NC2CCCCC2)c([N+](=O)[O-])c1 (configuration not stated)	1.8	-10	-5	-5	109	3	5	-1.5	3.0	7	4.1
CCc1nc2ccccc2c(NC(=O)CN2CC(C)CC(C)C2)c1C (configuration not stated)	-1.3	6	318	3	103	1	-4	-1.1	2.5	-26	-1.9
COc1ccccc1N1CC(C(=O)Nc2ccccc2N2CCCC2)CC1=O (configuration not stated)	0.4	-3	-4	1	109	1	-2	2.4	0.2	-15	1.2
O=C(CN(c1ccccc1)S(=O)(=O)c1ccc(Cl)cc1)Nc1cccnc1	1.0	-6	162	-2	93	-2	-2	1.3	2.2	5	4.4
Cc1c(=O)n(OCc2ccccn2)c2ccccc2[n+]1[O-]	-2.9	15	946*	-10	103	-1	-7	-1.6	0.2	-12	-1.7
CCO[C@@H]1OC(C(=O)N2CCN(Cc3ccccc3)CC2)=C[C@H](C)[C@H]1CCCO	-1.9	10	0	-11	99	-6	16	-2.2	3.0	-18	-0.7
O=C(NC(=S)Nc1ccc(N2CCOCC2)cc1)c1cccc(Cl)c1Cl	-1.5	8	-3	-4	98	-1	1	x	-2.4	11	x
CCC(NC(=O)c1ccccc1NC(=O)c1ccco1)C(=O)NC1CCCCC1 (configuration not stated)	-4.8	23	381*	2	99	-2	5	4.0	2.2	-7	3.7
O=C(NNC(=O)c1ccc(-c2ccccc2)cc1)Nc1ccccc1F	1.5	-6	4	9	98	-4	10	0.0	5.2	-6	0.0
NC(=O)CN1C(=O)C2C3C=CC(C3)C2C1=O (configuration not stated)	-2.4	13	8	6	x	5	-2	-0.5	-1.2	-1	0.8
CN(Cc1ccon1)C(=O)CC1C(=O)NCCN1Cc1cccc(F)c1F (configuration not stated)	-1.7	9	-17	2	100	2	10	1.7	1.7	-6	1.8
Cc1nnc(N2C(=O)c3cccc4cccc(c34)C2=O)s1	-1.4	6	0	-4	105	4	2	0.4	3.2	53	-0.2
CCOC(=O)/C(=C\c1ccc(OC)c(OC)c1)C(=O)c1cccnc1	1.5	-13	150	0	118	0	-6	-2.3	0.1	30	-2.0
CSc1nc2c(cc1C#N)C(=O)CC(C)(C)C2	0.3	-2	17	0	114	0	12	0.2	0.8	x	1.3
COc1ccc(NC(=O)COc2ccc(-c3ccccc3)cc2)cc1	-2.3	9	x	-4	111	0	8	0.5	2.1	-27	-0.1
CC(C)CC(=O)Nc1cc2c3c(c1)CCN3C(=O)CC2	-3.6	19	111	-14	95	2	-8	-1.7	6.0	1	3.2
CCc1ccc(OCC(=O)N(C)CCC#N)c(Br)c1	3.5	-19	-2	0	98	7	-8	-0.8	3.4	x	-0.2
Cc1cc(C)n(CC(O)COc2ccc(Cl)cc2)n1 (configuration not stated)	-3.2	16	20	-4	125	4	-15	-0.3	1.5	-5	3.8
O=C(NCCNCC(O)COc1ccc(O)cc1)N1CCOCC1 (configuration not stated)	-0.8	4	x	1	93	8	5	x	3.6	-16	x
CCCCNC(=O)CSc1ccc(S(=O)(=O)N2CCOCC2)cn1	-2.5	10	-14	1	x	3	-8	2.5	0.5	-4	3.6
COc1cccc(C2CC(c3cccs3)Nc3ncnn32)c1 (configuration not stated)	-1.5	9	-13	9	96	-2	10	1.3	2.5	10	1.4
COc1ccccc1NC(=O)Cc1csc(NC(=S)Nc2ccc(C)cc2)n1	-6.1	30	-6	-2	97	12	-32	-3.7	-2.6	9	-0.5
O=C(COC(=O)c1ccc(Cl)nc1)Nc1ccc2ccccc2c1	-0.5	2	x	0	107	-9	21	x	2.9	x	x
Cc1cc(C(=O)CN2C(=O)NC(c3ccccc3)(c3ccccc3)C2=O)c(C)n1Cc1ccccc1	0.6	-3	214	12	101	-8	-6	1.2	-3.2	-8	-0.2
COC(=O)c1ccc(CSc2n[nH]c(C)n2)o1	-4.4	23	-10	-2	96	-1	-32	-1.2	2.9	-6	1.5
COc1ccc(-c2noc(COc3ccc(C)c(C)c3)n2)cc1OC	3.6	-19	-14	-4	99	-3	0	-3.2	2.2	x	-1.0
CC(=O)CSc1nnc(C(F)(F)F)n1C	-2.2	11	-6	-9	x	-2	10	2.1	1.8	14	2.1

2 entries from above, with each value named.
SMILES: COc1ccccc1NC(=O)Cc1csc(NC(=S)Nc2ccc(C)cc2)n1
  OPRM1-OPRD1 ag: -6.1	MOR-DOR inv ag: 30	SUMO Mot1 rescue: -6	PKA-R1A act: -2	DSG3 Ab inh: 97	HTR5A ag: 12	HTR5A inv ag: -32	Ecoli viability: -3.7	phage Ecoli inh: -2.6	PfHsp90 yeast 2: 9	AddAB inh: -0.5

SMILES: O=C(COC(=O)c1ccc(Cl)nc1)Nc1ccc2ccccc2c1
  OPRM1-OPRD1 ag: -0.5	MOR-DOR inv ag: 2	SUMO Mot1 rescue: x	PKA-R1A act: 0	DSG3 Ab inh: 107	HTR5A ag: -9	HTR5A inv ag: 21	Ecoli viability: x	phage Ecoli inh: 2.9	PfHsp90 yeast 2: x	AddAB inh: x

Continuation.
SMILES	OPRM1-OPRD1 ag	MOR-DOR inv ag	SUMO Mot1 rescue	PKA-R1A act	DSG3 Ab inh	HTR5A ag	HTR5A inv ag	Ecoli viability	phage Ecoli inh	PfHsp90 yeast 2	AddAB inh
COCc1cccc(C2=CC(=O)C[C@H](c3ccc(OC)cc3)C2)c1	-3.2	17	-8	-9	100	-3	9	-0.4	1.3	-19	0.1
C=C1CCN([C@H](C(=O)OCc2cccc(C)c2)C(C)C)S(=O)(=O)c2ccccc21	1.9	-11	-13	2	101	-4	-15	1.4	0.6	9	1.8
Cc1nn(Cc2c(Cl)cccc2Cl)c(C)c1N	-1.8	9	95	-6	107	6	-2	-3.0	1.3	17	3.1
CSc1ccc(S(=O)(=O)NCC(=O)OCC(=O)N2CCC(C)CC2)cc1[N+](=O)[O-]	0.5	-2	-8	-3	x	0	1	-1.6	0.8	42	-0.3
CCn1c(-c2ccc3[nH]c(C)c(C)c3c2)n[nH]c1=S	2.4	-14	-4	-9	97	-5	12	-0.9	1.4	x	2.6
CC(=O)C1C(=O)CC(C)(O)C(C(C)=O)C1c1ccc(N(C)C)cc1 (configuration not stated)	-3.1	16	8	-1	x	5	-15	-2.3	4.3	x	0.5
O=C(O)CCc1ccc(-c2ccc(F)cc2)n1NC(=O)c1ccco1	-1.5	7	4	0	x	-2	-1	2.5	1.8	6	5.1
C/C(=N\N=C(N)N)c1ccc(Cl)c(Cl)c1	6.9	-33	6	0	109	0	18	0.8	5.0	x	4.2
Cc1ccccc1C(=O)Nc1ccc(C(=O)O)cc1NC(=O)c1ccccc1C	-3.4	15	-18	3	92	-1	3	-4.0	0.6	-7	-0.2
COc1ccccc1N1CCN(c2nc(C)cc(C)c2C#N)CC1	3.8	-18	-12	-11	110	3	-11	-0.6	0.4	9	0.5
CC1CCCN(Cc2c(O)ccc3c(=O)c(-c4ccc(Cl)cc4)coc23)C1 (configuration not stated)	-0.5	2	x	8	99	0	-1	x	0.6	-14	x

Among those listed so far, these have an aryl thioether with sulfur outside any ring.
SMILES	OPRM1-OPRD1 ag	MOR-DOR inv ag	SUMO Mot1 rescue	PKA-R1A act	DSG3 Ab inh	HTR5A ag	HTR5A inv ag	Ecoli viability	phage Ecoli inh	PfHsp90 yeast 2	AddAB inh
O=C(COc1ccc(Cl)cc1)NCc1nnc(SCC(=O)N2CCCCC2)o1	-1.8	10	-13	-2	105	-2	9	1.2	1.1	10	2.5
Nc1nc(SCc2cccc([N+](=O)[O-])c2)n[nH]1	-1.0	6	-8	-14	92	2	-9	1.3	1.5	0	0.6
CSc1nc2c(cc1C#N)C(=O)CC(C)(C)C2	0.3	-2	17	0	114	0	12	0.2	0.8	x	1.3
CCCCNC(=O)CSc1ccc(S(=O)(=O)N2CCOCC2)cn1	-2.5	10	-14	1	x	3	-8	2.5	0.5	-4	3.6
COC(=O)c1ccc(CSc2n[nH]c(C)n2)o1	-4.4	23	-10	-2	96	-1	-32	-1.2	2.9	-6	1.5
CC(=O)CSc1nnc(C(F)(F)F)n1C	-2.2	11	-6	-9	x	-2	10	2.1	1.8	14	2.1
CSc1ccc(S(=O)(=O)NCC(=O)OCC(=O)N2CCC(C)CC2)cc1[N+](=O)[O-]	0.5	-2	-8	-3	x	0	1	-1.6	0.8	42	-0.3
